Compound activity: PubChem, University of Kansas High Throughput Screening Laboratory
mHTT-CaM PPI inh = mutant huntingtin-calmodulin interaction inhibitors – biochemical, AlphaScreen, primary screen. P42858. AlphaScreen His-mHTT/GST-CaM binding, luminescence. inhibition, % at 15 µM. 3.6% of 190,000 active. AID 1671202, 2021;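 note: 0% = both proteins with DMSO and 100% = one protein alone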
Pf apPOL block = Pf-apPOL inhibitors, biochemical, fluorescence. 0.25% of 210,000 active. Plasmodium falciparum apicoplast DNA polymerase (apPOL). Recombinant Pf-apPOL, molecular beacon fluorescence, 1.5 h. AID 1794808, 2022. inhibition, % at 10 µM
* hit, by the source's call; nt = no result given; & = joins results of further samples. Cut-off read from the data, not from the text of the source: active = inhibition above about 50%; inactive = the rest. An excerpt; count on the stated rates, not on these rows.

SMILES	mHTT-CaM PPI inh	Pf apPOL block
COc1ccc(S(=O)(=O)N2CCCC2C(=O)NCCc2csc(C)n2)cc1Cl (configuration not stated)	-6.2	-1.8
Cc1cc(=O)n(CC(=O)Nc2ccccc2C#N)cn1	-19.4	-2.4
CSc1ccccc1C(=O)Nc1cccnc1	0.9	-2.9
c1ccc(-c2n[nH]c(C3CCCN(Cc4ccco4)C3)n2)cc1 (configuration not stated)	8.6	-5.2
CCOc1ccccc1C(=O)Nc1cccn2nc(CC)nc12	-4.2	-0.4
CC(=O)N(C)CC(=O)N1N=C(c2ccc(C)c(C)c2)CC1c1ccc(F)cc1 (configuration not stated)	38.9	-0.5
COc1ccccc1Nc1ncc2c(n1)CCN(Cc1cccc(C)c1)C2	-8.8	-2.7
Cc1ccc(C(=O)Nc2ccc(C(=O)O)cc2)o1	5.5	-2.8
CCCNC(=O)N1CCN(Cc2nc3cccnc3n2-c2ccc(OC)cc2)CC1	-8.0	-5.3
CCOc1ccc(C=C2C(=O)OC(c3ccccc3)OC2=O)cc1 (configuration not stated)	3.0	-9.6
Cc1cccc(NC(=O)C2CCCN(c3cnn(Cc4ccccc4)c(=O)c3)C2)c1 (configuration not stated)	3.6	-6.8
O=C(NCc1ccco1)c1cc2n(n1)C(C(F)(F)F)CC(c1ccc(Cl)c(Cl)c1)N2 (configuration not stated)	20.0	-5.7
COc1cc(NC(=O)c2oc(=O)c3ccccc3c2-c2ccc(C)cc2)cc(OC)c1OC	21.0	-4.4
CC(=O)N1c2ccc(S(=O)(=O)NCc3ccccc3Cl)cc2CC1C (configuration not stated)	-4.0	-7.0
CCc1ccc(NC(=O)N2CCCC(C)(C(=O)NCc3ccccc3C)C2)cc1 (configuration not stated)	5.9	0.6
CCCN(CCC)S(=O)(=O)c1ccc2nc(-c3ccccc3)[nH]c2c1	10.0	2.5
O=C(Nc1c2c(nn1-c1cccc(Cl)c1)CS(=O)(=O)C2)c1cccc([N+](=O)[O-])c1	7.0	-5.2
CC1CC(C)CN(c2nccn3c(=O)n(CC(=O)NCc4ccccc4Cl)nc23)C1 (configuration not stated)	9.0	-4.8
Cc1nn(-c2ccccc2)c(Cl)c1C(=O)NCCO	-6.0	0.4
O=C(CSc1ccc(F)cc1)NCC1(c2cccs2)CCOCC1	-10.6	2.2
O=C(Nc1ccccc1N1CCCCC1)C1=CCCCC1C(=O)O (configuration not stated)	nt	-0.1
O=[N+]([O-])c1ccc(S(=O)(=O)Nc2ccccc2Br)cc1	7.6	-5.2
NNC(=O)CNS(=O)(=O)c1ccccc1	4.0	-3.7
COc1ccc(Cn2c(SCC(=O)Nc3cc(C)[nH]n3)nc3ccsc3c2=O)cc1	21.0	-3.9

Compound profiles (already shown):
`O=C(Nc1c2c(nn1-c1cccc(Cl)c1)CS(=O)(=O)C2)c1cccc([N+](=O)[O-])c1` in the list: mHTT-CaM PPI inh = 7.0; Pf apPOL block = -5.2
`CC(=O)N1c2ccc(S(=O)(=O)NCc3ccccc3Cl)cc2CC1C` (configuration not stated) in the list: mHTT-CaM PPI inh = -4.0; Pf apPOL block = -7.0
`COc1cc(NC(=O)c2oc(=O)c3ccccc3c2-c2ccc(C)cc2)cc(OC)c1OC` in the list: mHTT-CaM PPI inh = 21.0; Pf apPOL block = -4.4

Carrying on:
SMILES	mHTT-CaM PPI inh	Pf apPOL block
O=C(c1ccc(Cl)cc1[N+](=O)[O-])n1cnc2ccccc21	7.3	3.9
O=C(NCC1CCCO1)c1ccc(-c2nnc(-c3ccccc3)o2)cc1 (configuration not stated)	-3.5	-9.8
Cc1cccc2nc(CSC(=N)N)c(Br)n12	5.0	-0.3
O=C(c1ccc(F)cc1)N1CCCC1c1cccc(F)c1 (configuration not stated)	-8.8	-0.9
COc1nccnc1NC1CCN(C(=O)c2ccc3[nH]ccc3c2)CC1	10.1	-4.1
CCc1ccc(NC(=O)c2cc(S(=O)(=O)N3CCc4ccccc43)ccc2F)cc1	-15.0	-2.2
CC1=CC(C)C(C2OC(C)CC(C)(C)O2)C(C)C1 (configuration not stated)	-4.0	-0.8
CCOC(=O)C(C#N)=CNc1ccc2oc3ncccc3c(=O)c2c1	nt	6.2
O=[N+]([O-])c1ccc2[nH]c(CN3CCOCC3)cc2c1	0.0	-0.7
CCn1cc(CN2CCC(C(=O)NCc3ccccc3)CC2)c2ccccc21	4.9	-1.8
CCOc1ccc2c(C)c(CC)c(=O)oc2c1I	-2.0	1.0
COc1ccc(-c2nc3n(n2)C(=O)CC(c2cccc([N+](=O)[O-])c2)S3)cc1 (configuration not stated)	8.0	7.8
CSc1ccc(CN2CCN(C(=O)c3ccc(F)cc3)CC2)cc1	4.2	2.1
COc1ccccc1CN1C(=O)CN(c2ccccc2)C(=O)C1c1cccnc1 (configuration not stated)	-0.5	-0.6
CSc1ccccc1C(=O)N1CCC(Cn2nc(C)cc2C)CC1	-10.3	-9.4
C1=C(CCNc2nc(N3CCOCC3)nc(N3CCOCC3)n2)CCCC1	-6.2	-4.7
O=C(ON=Cc1ccc2c(c1)OCO2)c1ccco1	nt	-0.8
CC(C)(C)c1ccc(OCC(=O)N2CCCCC2CCN2CCCC2)cc1 (configuration not stated)	-5.7	-9.9
C=CCNC(=O)C(CC)c1ccccc1 (configuration not stated)	-4.0	-6.9
CCOc1ccccc1N(C)C(=O)C1c2ccccc2C(=O)N(C)C1c1ccc(OC)cc1 (configuration not stated)	20.0	-6.0
COc1cc(Cl)ccc1C(=O)N1CCC(c2cc3n(n2)CCCNC3=O)CC1	3.8	0.2
CC(C)CN(C(=O)Cn1nnnc1N)C1(C(=O)Nc2ccccc2)CCCCC1	4.0	-4.0
CCOc1ccc(NC(=O)Cc2cn(C)c3ccccc23)cc1	12.0	2.5
Cc1ccc(C(=O)N2CCCN(c3ncccc3-c3nc(C(C)C)no3)CC2)cc1	5.2	-5.8
COc1ccccc1CC(=O)N1CCC(c2nc(C(=O)N3CCCC3)c(C)o2)CC1	6.3	0.0
CCCC(=O)Nc1ccc(Br)c(C)c1	-10.2	-25.6
CC1CCC2(O)C(C)(C)C3CCC2(C)C1C3 (configuration not stated)	nt	-14.8
COc1ccc(-c2nc(C)c3c(n2)N(Cc2ccco2)C(=O)CC3)cc1	6.4	25.1
CC(=O)Nc1cccc(OC2=NS(=O)(=O)c3ccccc32)c1	-1.4	-3.3
COc1cc(C(=O)N2CCC(CC(=O)NCc3ccc(F)cc3)CC2)cc(OC)c1OC	11.0	-4.6
Cc1cccc(CNC(=O)CCC(=O)N2CC3CCCN3c3ccccc32)c1 (configuration not stated)	40.6	-6.6
CN(C)CCN(C)Cc1ccc(N(C)C)cc1	-6.1	-0.5
CC1(C)CC(=O)C2=C(C1)Nc1[nH]c(=O)[nH]c(=O)c1C2c1ccc(Cl)cc1 (configuration not stated)	-1.0	-2.2
CCCc1cc(-c2oncc2-c2ccc3c(c2)OCCO3)c(O)cc1OC	63.0*	3.0
Cc1ccc(NC(=O)CCS(=O)(=O)c2ccc(Br)s2)cc1Cl	0.0	-3.7
CCOC(=O)CCCCCN1C(=O)C(=Cc2ccc(OC)cc2)SC1=S	14.3	-65.4
c1nc(Nc2ccc3c(c2)OCCO3)c2[nH]cnc2n1	-11.0	-7.4
COc1ccc(Cl)cc1-c1nc(C=Nc2cc(Cl)ccc2Cl)c(O)o1	10.0	0.2
CC(C)CCNC(=O)c1cc(N2CCCC(C)C2)nc2ccccc12 (configuration not stated)	-21.9	0.0
Cc1ccc(Cn2cc(/C=C3\SC(=O)N(C)C3=O)c3ccccc32)cc1	13.0	-6.0
O=C(NCCCCc1ccccc1)c1cccc(NC(=O)C2CCC2)c1	-1.2	2.5
CNC(=O)Cc1cc(=O)[nH]c(SCc2cccc(C(F)(F)F)c2)n1	-10.1	-6.8
CC(C)(C)n1nc2c(c1NC(=O)c1ccccc1[N+](=O)[O-])CS(=O)(=O)C2	-5.0	-1.0
COC(=O)[C@H](CC(C)C)N(Cc1ccccc1)S(=O)(=O)N(Cc1ccccc1)[C@@H](CC(C)C)C(=O)OC	-14.6	-1.1
Cc1ccc(NC(=O)C2CCN(c3cncnc3N3CCOCC3)CC2)cc1C	7.3	-6.8
O=C(NC1CCCCC1)c1nn2c(c1Cl)NC(c1ccccc1)CC2C(F)(F)F (configuration not stated)	7.0	-5.9
CCN1C(=O)c2oc3ccccc3c(=O)c2C1c1cc(OC)c(OC)c(OC)c1 (configuration not stated)	-3.0	1.7
COc1ccc(C(=O)Nc2ccc(-n3nncc3-c3ccccc3)cc2)cc1	18.0	-2.3
CCCn1c(=N)c(S(=O)(=O)c2ccc(C)cc2)cc2c(=O)n3ccccc3nc21	-2.0	-18.5
CN(CCNC(=O)c1cn(C)c(=O)c2c1c1ccccc1n2C)Cc1ccccc1	33.0	-4.1
CCC(CC)C(=O)N1CCN(c2nc3ccccc3nc2-c2ccccc2)CC1	-24.0	5.4
Cc1cccc(OCCCC(=O)Nc2ccccc2[N+](=O)[O-])c1	22.0	-19.7
O=C(CN1CCc2ccccc2C1C(=O)N1CCCCC1)Nc1ccc(F)c(F)c1 (configuration not stated)	-3.2	-1.1
CCn1nc(C)c(CCC(=O)O)c1C	-4.6	-0.1
Cc1ccc(-c2nc3ccccc3s2)cc1NC(=O)COc1ccccc1	-3.1	2.5
Cc1oc(C2CCN(C(=O)c3ccncc3)CC2)nc1C(=O)N1CCOCC1	-3.5	-2.3
CCc1ccc(CNC(=O)C2CCCN(c3cc(=O)n(C)c(=O)n3CC)C2)cc1 (configuration not stated)	25.9	-3.0
O=C(c1cc(Br)ccc1Cl)N1CCN(c2ccccc2)CC1	5.6	-3.3
O=C(CCN1C(=O)c2ccccc2C1=O)NCCc1ccc(Cl)cc1	3.0	-3.9
O=S(=O)(c1cccnc1)N1CCN(Cc2nc3ccccc3n2Cc2ccccc2)CC1	-5.2	-7.2
(next part)
SMILES	mHTT-CaM PPI inh	Pf apPOL block
O=C(O)c1ccc(N=Cc2nc(-c3ccc(Cl)cc3)oc2O)cc1	-1.0	-2.5
Cc1cccc(NC(=O)c2ccccc2N(Cc2ccccc2)S(=O)(=O)c2ccccc2)c1	-4.4	-0.7
Cn1cc(CC(=O)NCc2ccccn2)c2ccccc21	-5.0	1.2
Cc1ccc(C)n1-c1ccc(C(=O)O)cc1O	12.1	-1.4
O=C(NC1CCCCC1)C1CCc2sc(C(=O)N3CCCCC3)cc2C1 (configuration not stated)	-1.6	-0.6
Cc1cc(C)nc(SCc2c(C(=O)NCc3cccs3)nnn2-c2ccccc2)n1	-14.3	-7.3
COc1ccc(NC(=O)C2CCCN(c3nccc4sc(C)cc34)C2)cc1OC (configuration not stated)	70.6*	-3.8
Cc1cc2[nH]c(C(=O)Nc3ccc(C)c(F)c3)c(CN3CCOCC3)c2s1	20.5	23.4
Cc1n[nH]c(=O)nc1NN=C1CCC(C)CC1 (configuration not stated)	1.2	nt
CCC(=O)NCCc1csc(C2CCN(C(=O)Nc3ccc(C)cc3)CC2)n1	8.8	-3.4
O=C(Nc1ccccc1[N+](=O)[O-])c1cccc(N2C(=O)CCC2=O)c1	7.9	-7.9
COc1ccc(C2(C(N)=O)CC2)cc1	-5.4	-8.2

Structural class, the compounds so far containing bromine
SMILES	mHTT-CaM PPI inh	Pf apPOL block
O=[N+]([O-])c1ccc(S(=O)(=O)Nc2ccccc2Br)cc1	7.6	-5.2
Cc1cccc2nc(CSC(=N)N)c(Br)n12	5.0	-0.3
CCCC(=O)Nc1ccc(Br)c(C)c1	-10.2	-25.6
Cc1ccc(NC(=O)CCS(=O)(=O)c2ccc(Br)s2)cc1Cl	0.0	-3.7
O=C(c1cc(Br)ccc1Cl)N1CCN(c2ccccc2)CC1	5.6	-3.3

Further entries.
SMILES	mHTT-CaM PPI inh	Pf apPOL block
CN1CCN(C(=O)C2CCCN(c3nnc4ccc(Cl)cn34)C2)CC1 (configuration not stated)	8.6	-0.6
CN1C(=O)CCC2(CNC(=O)COc3ccc(F)cc3)CCCC12 (configuration not stated)	-4.7	-10.3
O=C(CCC1CCCCC1)NCc1ccncc1	4.0	-9.5
Cc1[nH]c(=O)[nH]c(=O)c1S(=O)(=O)N1CCCC(C(=O)Nc2ccc(Br)cc2)C1 (configuration not stated)	-3.0	-10.2
COc1cccc(N2CCN(c3nc(C(=O)N(C)C)cs3)CC2)c1	16.6	-5.0
CCc1cc(=O)oc2cc(C)c3c(-c4ccc(F)cc4)coc3c12	-6.0	-12.8
CCOC(=O)C1CCN(c2ccc(C(C)=O)cc2NC(=S)Nc2cc(Cl)ccc2Cl)CC1	nt	-3.2
CCOc1ccc(N(C(C)C(=O)Nc2ccc(Cl)cc2)S(C)(=O)=O)cc1 (configuration not stated)	-1.7	-28.3
O=C1OC(Nc2ccc(F)c(Cl)c2)c2ccccc21 (configuration not stated)	-2.0	-6.2
Cc1ccc(N2CC(C(=O)Nc3ccc(F)cc3)CC2=O)cc1Cl (configuration not stated)	-16.0	-1.2
CNC(=O)C(=O)NCCN1CCN(C(=O)c2ccccc2Cl)CC1	-2.1	-6.2
Cc1ccc(CNC(=O)c2cc(C)n3nc(-c4ccccn4)cc3n2)cc1	-9.3	-4.6
Cc1nnsc1C(=O)N(CC1CCCO1)c1nc2c(C)ccc(C)c2s1 (configuration not stated)	-7.5	-0.5
O=C(Cc1cccc(F)c1)Nc1cnc(N2CCCCC2)nc1	5.2	-4.1
CCCC1=NN(c2ccccc2)C(=O)/C1=C\c1cc(Br)c(O)c(OC)c1	67.0*	-1.9
CC(C)c1cc(C2CCCN2C(=O)c2cc(-c3cccc(Cl)c3)on2)no1 (configuration not stated)	-5.6	0.4
COc1c(Cl)cc(Cl)cc1/C=C(\C#N)c1nc2ccccc2[nH]1	11.0&8.3	-1.0&-3.6
Cc1ccc2[nH]c(=O)c(-c3nc(-c4ccc(F)cc4)no3)c(O)c2c1	-9.5	-1.9
